12-LOX inh: blocks human arachidonate 12S-lipoxygenase; Potency, µM (series often up to 108 µM), for inactives: at the highest dose activity change, negative = inhibition, hits mostly inhibitors; 580,000 compounds, 1.1% hits; purified 12hLO, xylenol orange hydroperoxide absorbance; P18054; AID 1671190; active means well fitted inhibition curve with a large enough effect; inconclusive means small, poorly fitted or top-dose-only effect, or another doubt; inactive means no such curve, though single readings can be large or run the other way; further: potency means the concentration at half of the fitted maximal effect
Target sequence (P18054 whole entry, looked up): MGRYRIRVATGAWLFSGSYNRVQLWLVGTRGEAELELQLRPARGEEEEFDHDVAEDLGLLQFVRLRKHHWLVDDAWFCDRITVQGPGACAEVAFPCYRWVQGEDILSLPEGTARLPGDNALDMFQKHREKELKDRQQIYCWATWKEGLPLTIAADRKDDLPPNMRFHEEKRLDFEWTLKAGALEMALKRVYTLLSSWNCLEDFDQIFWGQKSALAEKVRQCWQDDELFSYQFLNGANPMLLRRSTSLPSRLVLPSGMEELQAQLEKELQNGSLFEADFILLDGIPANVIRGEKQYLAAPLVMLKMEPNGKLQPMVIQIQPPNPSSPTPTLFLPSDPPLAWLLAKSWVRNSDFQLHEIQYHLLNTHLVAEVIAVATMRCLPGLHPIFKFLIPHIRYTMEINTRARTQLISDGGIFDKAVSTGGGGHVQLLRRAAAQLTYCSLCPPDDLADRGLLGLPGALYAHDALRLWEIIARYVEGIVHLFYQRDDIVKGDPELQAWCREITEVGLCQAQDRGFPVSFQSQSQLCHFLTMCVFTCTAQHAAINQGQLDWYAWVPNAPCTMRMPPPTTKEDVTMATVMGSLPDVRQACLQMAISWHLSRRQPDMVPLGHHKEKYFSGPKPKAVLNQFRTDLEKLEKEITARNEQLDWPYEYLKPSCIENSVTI
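Purified human 12hLO (150 nM final) in 25 mM Hepes, 0.01% Triton X-100, pH 7.0 was preincubated 15 min at room temperature with compound. Then 40 uM arachidonic acid was added, 30 min. Hydroperoxide was read by Fe-XO absorbance ratio 573/405 nm.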
LDHA inh: blocks human lactate dehydrogenase A. P00338. purified LDHA, NADH/diaphorase-resazurin fluorescence; hits give low values. 480,000 compounds, 0.15% hits. activity change, % (values are at about 110 or 230 µM); in the data active means activity change below about -30%; inconclusive means mostly about -25% to -30%;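 further: plate controls were DMSO wells for no effect and wells without enzyme for full effect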
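Human LDH5 (2 nM) was incubated with 0.06 mM NADH and 0.2 mM pyruvate for 5 min at room temperature in Tris pH 7.4. Remaining NADH was coupled through diaphorase/resazurin, and resorufin fluorescence was read at 0 and 20 min.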
Starred values were filed as active, the others as inactive; ? = inconclusive; & = joins results of further samples; [ ] = remark or other dose. Unless noted, on the % scale 0 is the no-effect control and ±100 the full control effect.

SMILES | 12-LOX inh | LDHA inh
O=C(COC(=O)COc1ccc(C2SCCCS2)cc1)Nc1ccc(F)c(F)c1 | ? | -2
CC1(Cc2ccccc2OC(F)(F)F)C(=O)Nc2ccc(OC(F)(F)F)cc21 (stereo unspecified) | -12% | 4
CC1(C)C(C=C(Cl)Cl)C1C(=O)Nc1ccccc1C(=O)O (stereo unspecified) | -43% | 6
CC(O)(c1cccc(F)c1)c1nc(-c2cccc(C(=O)O)c2)cs1 (stereo unspecified) | -3% | -6
Cn1cc(-c2coc3c(C(=O)NCc4cccnc4)cccc23)cn1 | -13% | -4
CCNC(=O)c1cc(OC)cc(OC)c1 | -20% | 0
Cn1nc(C(=O)Nc2ccc(Br)cc2F)c2c1-c1ccsc1CC2 | -11% | 8
CCCNC(=O)C1(C)CCCN(C(=O)c2cc(C(C)(C)C)nn2C)C1 (stereo unspecified) | -3% | -8
O=C(CCc1nc(-c2cccnc2)no1)NCc1cccnc1-n1cncn1 | 9% | -1
Oc1ccc(C[C@H]2CNC(=S)N2CC2CCCN2C[C@H](Cc2ccccc2)N2C[C@H](Cc3ccc(O)cc3)N(CC3CCCCC3)C2=S)cc1 (stereo partly specified) | ? | -9
Nc1ccc(C(=O)Oc2ccccc2)cc1 | -4% | 3
NC(=O)c1ccsc1NS(=O)(=O)c1ccc([N+](=O)[O-])cc1 | 14µM* | 3
Cc1nc(NC2CCCC2)sc1C(=O)Nc1ccccc1 | ? | -3
O=C(Nc1cccs1)Nc1nnc([C@@H]2C[C@H](O)[C@@H](CO)O2)s1 | ? | 3
CCS(=O)(=O)N(Cc1c(F)cccc1Cl)c1c(C)n(C)n(-c2ccccc2)c1=O | 14% | 8
Cc1cccc(-c2cnc(C(O)c3ccc(-c4ccccc4)cc3)[nH]2)c1 (stereo unspecified) | -21% | -11
COc1ccc(C(C)(O)c2nc(-c3csc4ccccc34)cs2)cc1 (stereo unspecified) | -8% | -9
O=C(Nc1cccc(F)c1)c1nc2ccccc2nc1N1CCOCC1 | 12% | -1
O=C(O)Cn1cc(C(C(=O)O)N2CCN(C(c3ccccc3)c3ccccc3)CC2)c2ccccc21 (stereo unspecified) | 20% | 10
Cc1[nH]c2ccccc2c1CCNC(=S)NC(C)(C)C | ? | 6
Cc1c(-c2ccccc2)c(=O)oc2ccc(OS(C)(=O)=O)cc12 | 23% | 2
CCOc1nc2ccccc2nc1N1CCC(C(=O)Nc2ccc(NC(C)=O)cc2)CC1 | -39% | 10
Cc1nc2cc(NC(=O)c3cc(F)cc(F)c3)ccc2o1 | ? | 4
c1ccc(OCCn2c(CN3CCCCCC3)nc3ccccc32)cc1 | -10% | -10
CC1(C)CC(=O)C2=C(C1)NC(=O)CC2c1ccc(C(C)(C)C)cc1 (stereo unspecified) | -39% | 5

Continuation:
SMILES | 12-LOX inh | LDHA inh
CCn1cc(S(=O)(=O)N2CCCC(C(=O)NCc3nn(CC)cc3Cl)C2)c(C)n1 (stereo unspecified) | 40%[activator] | -1
Cc1nc(C(C)C)sc1C(=O)NCc1ccccc1 | 5% | 3
COc1ccc(C(NC(=O)C2CCN(CCOc3ccc(F)cc3)CC2)c2cccs2)cc1 (stereo unspecified) | ? | -8
CCCNC(=O)c1ccc2nc(CC)c(CC)nc2c1 | -1% | 6
CC(=O)c1cccc(NC(=O)C23CC4CC(CC(Cl)(C4)C2)C3)c1 | -10% | 10
COc1cc(CN2C(=O)C(C)ON=C2c2ccccc2F)cc(OC)c1 (stereo unspecified) | -6% | -3
ON=C1CCCCCCCCCCC1 | 1% | -4
COc1ccccc1N(C)C(=O)C1CCN(c2nc3ccccc3o2)CC1 | -4% | -11
CCOC(=O)c1cccc(NC(=O)c2ncoc2-c2ccc(OC)c(OC)c2)c1 | ? | -3
C#Cc1ccccc1OCCCN1CCC(C(O)(c2ccccc2)c2ccccc2)CC1 | ? | 2
Cc1nc(S(=O)(=O)N2CCC(C(=O)N3CCN(c4ccc(Cl)cc4)CC3)CC2)cn1C | -25% | -16
O=C(CC1CCCC1)NCc1ccccn1 | 6% | 4
CCc1c(C)sc(NC(=O)Cc2ccccc2)c1C#N | ? | 17
O=C(Cn1ncc2ccccc2c1=O)Nc1ccc(F)cc1F | -2% | -1
CC(=O)C1=CCC(c2ccccc2)N(S(=O)(=O)c2ccccc2)C1 (stereo unspecified) | 3%&-8% | -2&-6
CC(C)c1ccc2cc(C(=O)NCC3CCS(=O)(=O)C3)[nH]c2c1 (stereo unspecified) | 68%[activator] | -21
CCCc1cc(=O)[nH]c(SCC(=O)N2CCN(S(=O)(=O)c3cc(C)ccc3C)CC2)n1 | 2% | 0
CCc1ccccc1NC(=O)c1ccc2c(c1)NC(=O)CS2 | ? | -5
COC(=O)c1ccc(CN(C)C(=O)C(C)(C)C)cc1 | ? | 1
N#Cc1ccc(OC(=O)c2occc2COc2ccccc2)cc1 | 6% | 20
CC1=C(C(=O)N2CCCCCC2)CC(CC(=O)NC2CC2)C(=O)N1Cc1ccccc1 (stereo unspecified) | 29% | -6
Cc1[nH]c2ccc(F)cc2c1CC(=O)NCC(c1ccccc1)N1CCCC1 (stereo unspecified) | 2% | -2
Cc1ccc(Cc2c(C3CCCCC3)nc3ccc(Br)cn23)cc1 | ? | -6
Cc1ccc(S(=O)(=O)N2CCN(C(=O)c3c(-c4c(F)cccc4Cl)noc3C)CC2)cc1C | ? | 7
CCC(C(=O)NC1CCCC1)n1c(-c2ccncc2)nc2ccccc21 (stereo unspecified) | 31%[activator] | -1

Records listed above that bear a hit mark in 12-LOX inh.
SMILES | 12-LOX inh | LDHA inh
NC(=O)c1ccsc1NS(=O)(=O)c1ccc([N+](=O)[O-])cc1 | 14µM* | 3

Carrying on.
SMILES | 12-LOX inh | LDHA inh
CC(=O)N/N=C/c1ccccc1OCCCOc1ccc(Cl)c(C)c1 | -25% | -2
Cc1cccc(C)c1N(C)S(=O)(=O)c1ccc2c(c1)C(=O)Nc1cc(Cl)ccc1O2 | -3% | 1
CC(C)Cc1c(C(C)C)sc(N)c1C#N | ? | ?
C=CCn1c(C)cc(C(=O)Cn2c(=O)c3c(ncn3CC)n(Cc3ccccc3)c2=O)c1C | -4% | 1
Cc1ccc2c(c1C)NC(=O)CC2c1cc2c(cc1Br)OCO2 (stereo unspecified) | ? | -16
CC/C=C(/C)C(=O)NCc1cccc(CN2CCOC(C)C2)c1 (stereo unspecified) | 1% | 8
COC(=O)[C@]12CCCCC=C1N(CCC1=CCCCC1)C(=O)[C@H](CC(=O)NCCc1ccccc1OC)C2 | 1% | 0
Cc1ccc(F)c(NC(=O)Cc2ccsc2)c1 | -63% | 4
COc1cc(CNC(=O)c2ncoc2-c2cccs2)cc(OC)c1OC | 32%[activator] | 9
Cc1noc(/C=C/c2ccccc2F)c1S(=O)(=O)N1CCC(C(=O)N2CCOCC2)CC1 | -3% | -2
O=C(Nc1ccc(Cc2nc3ccccc3s2)cc1)C1CCCC1 | -28% | -10
Cc1nn(C)c(C)c1C(=O)NCc1cccnc1N1CCOCC1 | 5% | -8
COc1ccc(Nc2nc3ccccc3nc2NS(=O)(=O)c2cccc(Cl)c2)c(OC)c1 | 13% | 1
CC1=C(c2ccc(C)c(C)c2)S(=O)(=O)NC1=NC(C)C12CC3CC(CC(C3)C1)C2 (stereo unspecified) | -1% | -5
O=C(Nc1cccc(F)c1)c1nn(Cc2ccccc2)c(=O)c2ccccc12 | ? | 0
COc1ccc2cc(CNC(=O)CNC(=O)c3ccc(C(F)(F)F)cc3)ccc2c1 | ? | 0
CNC(=S)N/N=C/c1ccccc1[N+](=O)[O-] | 26% | 0
CCC1(C)Cc2c(sc3nc(SCC(=O)c4ccccc4)nc(N)c23)CO1 (stereo unspecified) | 5% | 3
CC(N)c1cccc(NS(C)(=O)=O)c1 (stereo unspecified) | -2% | 22
Cc1ccc(S(=O)(=O)NCC2CCC(C(=O)NCC(=O)N3CCc4ccccc4C3)CC2)cc1 (stereo unspecified) | ? | 4
O=C(Nc1ccncc1)c1cc(C2CCCCN2C(=O)CCc2ccccc2)on1 (stereo unspecified) | -3% | -4
NC(=O)c1cccc(-c2ccnc3c2CC(C(=O)NCc2ccco2)O3)c1 (stereo unspecified) | ? | 0
CC1(C)CCCN(CC(=O)c2c[nH]c3ccccc23)C1 | ? | -1
Cc1cccc(-c2cc(C(=O)Nc3nccs3)c3ccccc3n2)c1 | ? | 5
S=C(NCCc1ccccc1)NCc1ccccc1Br | ? | -2

(further entries)
SMILES | 12-LOX inh | LDHA inh
CN(CC(=O)NC(C)(C)C)Cc1cccc2cccnc12 | 21% | 7
CC(C)COc1cccc(N)c1 | -34% | 4
Cc1cc(NC(=O)COC(=O)C2(c3cccc(F)c3)CCCC2)no1 | -1% | 3
COC(=O)c1c(C)[nH]c(C(=O)OC(C)C(=O)c2ccc(F)cc2F)c1C (stereo unspecified) | -36% | 0
CN(Cc1ccccc1N1CCCCC1)C(=O)c1cccc(S(=O)(=O)N2CCOCC2)c1 | 1% | 15
O=C(CCNS(=O)(=O)c1ccc2c(c1)CCN2C(=O)C1CC1)Nc1cccc(C(F)(F)F)c1 | 17% | 14
Cn1c(-c2ccccc2)c(C(=O)C(=O)NC(C)(C)C)c2ccccc21 | ? | -3
Cc1c(C(=O)O)oc2ccccc12 | ? | 6
CC1CC[C@@]2(OC1)OC1CC3C4CC(O)C5CC(O)CCC5(C)C4CCC3(C)C1[C@@H]2C (stereo partly specified) | 3% | -3
Cc1[nH]c2ccc(C(=O)N3CCNC(=O)C3)cc2c1C | 9% | -6
O=C1c2ccccc2C(c2nnnn2Cc2ccccc2)N1Cc1cccc(F)c1 (stereo unspecified) | ? | 1&-15
O=C(NCc1ccccc1)C(c1ccc(-c2ccccc2)cc1)N1CCN(c2ccccc2F)CC1 (stereo unspecified) | 13% | -1
CC1CN(C(=O)Cc2nn(C)c(=O)c3ccccc23)CCO1 (stereo unspecified) | 0% | -8
O=C(/C(Br)=C/Nc1ccc(Cl)cc1Cl)C(F)(F)F | ? | 1
Cc1ccc2c(c1)NC(SCC(=O)Nc1cccc(C(F)(F)F)c1)=NS2(=O)=O | ? | -3
COc1ccc(CNC(=O)c2ccc(-c3ccc(F)c(F)c3)c3ccoc23)cc1OC | -24% | -4
Cc1cc(C)c2c(CN3CCN(c4ccccc4)CC3)cc(=O)oc2c1 | -17%&-30% | 2&-1
COc1ccc2nc(SCC(=O)N3N=C(c4ccco4)CC3c3cccs3)[nH]c2c1 (stereo unspecified) | 0% | 9
C=C(C)Cn1c(NCC)nc2c1c(=O)n(C)c(=O)n2C | 4% | -1
C#CCNC(=O)CN(C)Cc1ccc(C(F)(F)F)cc1 | 3% | -3
Cc1ccc(C(=O)C(OC(=O)c2sccc2C)c2ccc(C)cc2)cc1 (stereo unspecified) | ? | -23
Cc1nc2sccn2c1-c1csc(Nc2cccc(Cl)c2C)n1 | ? | 12
O=C(Nc1nc(-c2ccc3ccccc3c2)cs1)c1cc[n+]([O-])cc1 | ? | 7
O=C(/C=C1\OCc2ccccc21)c1ccccc1 | 0% | 4
COc1ccc2cc(/C=C(\NC(=O)c3ccccc3)C(=O)NCCO)c(Cl)nc2c1 | ? | -2

Some of the entries so far, with tabs.
SMILES	12-LOX inh	LDHA inh
C=C(C)Cn1c(NCC)nc2c1c(=O)n(C)c(=O)n2C	4%	-1
C#CCNC(=O)CN(C)Cc1ccc(C(F)(F)F)cc1	3%	-3
Cc1ccc(C(=O)C(OC(=O)c2sccc2C)c2ccc(C)cc2)cc1 (stereo unspecified)	?	-23
Cc1nc2sccn2c1-c1csc(Nc2cccc(Cl)c2C)n1	?	12
O=C(Nc1nc(-c2ccc3ccccc3c2)cs1)c1cc[n+]([O-])cc1	?	7

Additional results:
SMILES | 12-LOX inh | LDHA inh
C/C(=N\O)C(C)N(O)C(C)/C(C)=N/O (stereo unspecified) | -19% | -3
CC1(C(=O)NS(=O)(=O)c2cccc(C#N)c2)CCN1C(=O)C1(c2ccc(Cl)cc2)CCC1 (stereo unspecified) | -12% | 0
CCOC(=O)c1ccc(S(=O)(=O)N2CCC(C(=O)NC3CC(C)(C)NC(C)(C)C3)CC2)cc1 | -5% | 0
CC(C)NC(=O)C1(C)CCN1CCC(=O)c1ccccc1 (stereo unspecified) | 7% | -1
c1ccc(CCc2nnc3sc(-c4ccc5ccccc5n4)nn23)cc1 | ? | -10
Cc1cc(/C=C/C(=O)c2ccccc2F)cc(C)c1O | ? | 1
CNS(=O)(=O)c1ccc(CCC(=O)Nc2nc(C)c(C)s2)cc1 | 28% | 0
O=C(CSc1nnc(C2CC2)n1Cc1ccccc1)c1ccccc1F | ? | -4
CCCCOc1ccc(OCCN)cc1 | 3% | -7
C/C(=N/O)C1(C)N(O)C(C)(C)C(c2ccc(Cl)cc2)=[N+]1[O-] (stereo unspecified) | 33%[activator] | -19

Compound profiles, as listed above.
`Cc1[nH]c2ccc(C(=O)N3CCNC(=O)C3)cc2c1C` is entered as 12-LOX inh = 9%; LDHA inh = -6
`CC/C=C(/C)C(=O)NCc1cccc(CN2CCOC(C)C2)c1` (stereo unspecified) is entered as 12-LOX inh = 1%; LDHA inh = 8

High-throughput results (PubChem)

Not all compounds are listed (hit frequency here may not be typical).
